High-throughput results from PubChem.
Pf growth 48h = P. falciparum growth inhibition at 48 hours (one generation). 310,000 tested, 5.9% active. Potency, µM (highest dose often 28.7 µM), without a hit: at the top dose activity change, negative = inhibition, most hits filed as inhibitors. AID 504832. P. falciparum luciferase growth in erythrocytes, 48 h
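In quantitative HTS format, infected erythrocytes bearing luciferase-reporter parasites were treated for a single generation at 37 C. Luminescence after adding detection reagent served as the growth measure.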
Pf growth 96h = P. falciparum growth inhibition at 96 hour, primary screen for plastid delayed-death inhibitors; P. falciparum luciferase reporter growth, 96 h; Potency, µM (series often up to 28.7 µM), for inactives: at the top dose activity change, negative = inhibition, most hits filed as inhibitors; 320,000 tested, 6.9% active; AID 504834
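Delayed-death screen, second-generation endpoint: infected erythrocytes, 2% hematocrit, 0.05% parasitemia final; 96 hours at 37 C, 5% CO2; luciferase detection reagent; luminescence decrease equals reduced growth.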
Sm TGR inh = inhibitors of Schistosoma mansoni thioredoxin glutathione reductase | 360,000 tested, 3% active | Potency, µM (top dose mostly 114 µM), inactives show top-dose activity change, negative = inhibition, hits mostly inhibitors | AID 485364 | purified TGR, DTNB reduction, TNB absorbance 405 nm; note: nearly all actives have a fitted effect of over 60% in size
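First, TGR (20 nM dispensed) and NADPH were mixed with compound. Second, a 15 min room-temperature incubation followed. Third, further NADPH and then DTNB were added to start the reaction. Finally, TNB absorbance was monitored kinetically.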
LmPK inhibitor = inhibitors of Leishmania mexicana pyruvate kinase | Q27686 | purified LmPK, Kinase-Glo ATP luminescence, 1 h | Potency, µM (series often up to 57.5 µM), inactives show top-dose activity change, negative = inhibition, hits mostly inhibitors | 290,000 tested, 0.37% active | AID 1721
Target sequence (Q27686 whole entry, looked up): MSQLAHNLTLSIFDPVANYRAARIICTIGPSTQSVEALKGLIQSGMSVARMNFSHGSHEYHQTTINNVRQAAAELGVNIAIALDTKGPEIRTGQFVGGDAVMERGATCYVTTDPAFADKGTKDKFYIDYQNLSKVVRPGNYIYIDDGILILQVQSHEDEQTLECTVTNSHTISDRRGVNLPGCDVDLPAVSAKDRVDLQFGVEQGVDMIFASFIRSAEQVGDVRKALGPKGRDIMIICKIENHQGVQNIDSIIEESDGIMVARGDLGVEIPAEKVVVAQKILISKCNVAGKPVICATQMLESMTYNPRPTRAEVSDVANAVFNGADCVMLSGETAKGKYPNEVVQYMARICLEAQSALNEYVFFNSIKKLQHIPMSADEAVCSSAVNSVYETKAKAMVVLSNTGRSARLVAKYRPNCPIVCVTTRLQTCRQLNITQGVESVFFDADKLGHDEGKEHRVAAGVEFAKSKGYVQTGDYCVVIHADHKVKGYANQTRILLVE
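Purified LmPK (0.1 nM) converted ADP (0.1 mM) to ATP with PEP (0.5 mM) in imidazole buffer pH 7.2 with KCl and MgCl2, 1 h at room temperature. ATP was read by Kinase-Glo luminescence; data normalized to uninhibited and no-enzyme controls.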
HCV inhibitor = HCV inhibition; Potency, µM (doses to about 41.8 µM), for inactives: top-dose activity change, negative = inhibition, most hits filed as inhibitors; Huh7.5.1 HCVcc-Cre infection, luciferase reporter, 44 h; AID 651820; 340,000 tested, 3.4% active
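1,000 cells/well; 4 h culture; + compound; + HCVcc-Cre (~0.5 moi); 44 h; luciferase substrate, RT 15 min; read 15 sec.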
Tb PYK inh = blocks Trypanosoma brucei pyruvate kinase; Q57TT1; 410,000 tested, 0.12% active; Potency, µM (series often up to 76.8 µM), for inactives: top-dose activity, negative = inhibition, most hits filed as inhibitors; TbPYK enzyme, Kinase-Glo Plus ATP luminescence, 45 min; note: nearly all actives have a fitted effect of over 50% in size
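Assay buffer: 50 mM TEA pH 7.2, 100 mM KCl, 10 mM MgCl2, 0.05% BSA, 0.01% Tween-20. Pyruvate kinase from T. brucei plus substrate met compound, then ADP (130 uM final). Luminescence was read post 45 min RT.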
An asterisk follows results filed as active; u = inconclusive; x = not tested or not shown; & = joins results of further samples; [ ] = another dose, or the depositor's remark. Calls come from the whole dose curve; as a rule, active = well fitted curve in the direction sought with a large enough effect; inconclusive = small, poorly fitted or top-dose-only effect, or another doubt; inactive = no such curve, though single readings can be large; an effect the other way counts as inactive or inconclusive. % is set by controls: 0 for no effect and ±100 for the full control effect; potency is the fitted concentration of half-maximal effect. Not a hit list; overall some 16% were active at least once.

SMILES	Pf growth 48h	Pf growth 96h	Sm TGR inh	LmPK inhibitor	HCV inhibitor	Tb PYK inh
Cc1ccccc1-c1ccc(Nc2ccc(N3CCOCC3)cc2)nn1	u	3%	0%	-11%	u	-4%
CCOc1ccc2c(C)nc(NC3=NC(C)(C)C=C(C)N3)nc2c1	10µM*	12µM*	-4%	5%	5µM*	0%
Cc1ccc(C2CC(=O)Nc3sc(C(N)=O)c(N)c32)cc1 (centres undefined)	1%	u	3%	-4%	2%	1%
CCS(=O)(=O)N1CCCC(c2nc(-c3cccc(OC)c3)no2)C1 (centres undefined)	112%[activator]	-26%	6%	-12%	-29%	-9%
COc1ccc(-c2nc(SCC(=O)Nc3cc(C)on3)n[nH]2)cc1	29%	x	-6%	0%	-10%	0%
COc1ccc2c(c1OC)C(=O)c1ccccc1C2=O	27%	x	2%	-7%	x	x
Cc1ccc(S(=O)(=O)N2CCC3(CC2)OCCO3)cc1	28%	u	4%	4%	10%	1%
CC1CCCCC12NC(=S)N(c1ccccc1)N2 (centres undefined)	4%	-11%	-15%	-10%	-2%	u
Cc1ccc(C)c(N(CC(=O)NC2CCCC2)C(=O)c2cc3cc4cc(C)ccc4nc3s2)c1	u	u	2%	6%	22µM*	2%
CCN(CC)S(=O)(=O)c1ccc(C(=O)NCCc2ccccn2)cc1	-9%	21%	-5%	-1%	u	-2%
O=C(/C=C/C(=O)NCc1cccs1)NCc1cccs1	6%	25%	3%	0%	2%	-1%
CCN(CC)CCCn1c(SCC(=O)Nc2cccc(F)c2)nnc1-c1ccoc1C	0%	-3%	-5%	4%	7%	0%
Cc1nonc1OCC(C)(COc1nonc1C)NC(=O)c1ccccc1	u	u	-1%	7%	4%	-10%
c1ccc(Cn2c[n+](Cc3ccccc3)c3ccccc32)cc1	u	6.6µM*	-17%	-8%	17%	2%
O=C(Nc1nnc(-c2cccs2)s1)C1CC1	69%[activator]	18%	-1%	-4%	22%	-3%
O=c1c2cc(Cl)ccc2[nH]c(=S)n1Cc1ccco1	9%	u	-35%	2%	u	-8%
O=C(NCCCN1CCN(c2ccccc2)CC1)C1CCCN(c2ncnc3c2nc2n3CCCCC2)C1 (centres undefined)	-26%	u	3%	-3%	u	0%
O=C(OCCCOc1ccc(F)cc1)c1ccc(O)cc1O	24%	27%	5%	-10%	-15%	-1%
Cc1cc(Cl)c2ccc(Cl)cc2n1	0%	36%[activator]	-14%	-1%	7%	-2%
Cc1ccc(C)c(NCC(=O)NNC(=S)Nc2ccccc2)c1	-5%	-9%	x	2%	16%	u
CSc1ccccc1NC(=O)CN(C)CC(=O)Nc1ccccc1F	13%	52%[activator]	3%	-1%	29%	-14%
CNC(=S)N(CCc1c(C)[nH]c2ccc(F)cc12)Cc1cccnc1	x	0%	-13%	3%	u	-4%
CCCCN1C(=S)NC[C@@H]1Cc1cccc2ccccc12	-10%	u	-1%	5%	-2%	-4%
Cc1ccc(-c2nnn(CC(=O)O)n2)cc1	6%	-10%	-9%	-8%	-2%	3%
COc1ccc(NC(C)C(=O)N2CCN(Cc3ccccc3)CC2)cc1 (centres undefined)	24%	24%	-3%	2%	10%	-1%

Next section:
SMILES	Pf growth 48h	Pf growth 96h	Sm TGR inh	LmPK inhibitor	HCV inhibitor	Tb PYK inh
COCC(C)(C)COS(N)(=O)=O	21%	7%	6%	0%	29%	-2%
CC1CCCCN1C(=O)Cn1nnc(-c2cccnc2)n1 (centres undefined)	u	x	u	1%	18%	-2%
COCCNC(=O)c1ccc(N2CC3CC(C2)c2cccc(=O)n2C3)c(NC(=O)c2ccc(F)cc2)c1 (centres undefined)	13%	u	1%	-2%	5%	0%
O=C(CCCN1C(=O)/C(=C/c2cccs2)SC1=S)Nc1ccc(O)cc1	u	-7%	-10%	1%	-13%	32%[activator]
Cc1ccccc1NS(=O)(=O)c1ccc(OCC(=O)NCc2ccco2)cc1	u	8%	-18%	5%	-28%	-8%
Cc1ccc(Cl)c(OCC(=O)Nc2cccnc2)c1	75%[activator]	-1%	2%	1%	14%	-6%
CCn1c(=O)c2c(nc(SCC(=O)NC3CCCC3)n2C)n(C)c1=O	-3%	u	-2%	2%	16%	-1%
CSc1ccccc1OCc1cc(C(=O)NCc2ccc(C)s2)no1	-9%	-19%	0%	0%	u	3%
CCN(CC)C(=O)CSc1nnc([C@@H](N)C(C)C)o1	-3%	36%[activator]	11%	-1%	-7%	0%
O=C(COC(=O)c1cncc(Br)c1)NC1CCCCCC1	3.3µM*	19%	3%	5%	-1%	3%
Cc1nonc1OCC(C)(COc1nonc1C)NC(=O)c1ccc(Cl)cc1	8.3µM*	4.7µM*	24%	-1%	-15%	4%
CC(=O)Nc1ccc2[nH]c3ccccc3c2c1	33%[activator]	31%[activator]	2%	2%	-9%	-4%
Nc1c(C(=O)Nc2ccc(Cl)cc2)oc2ccccc12	x	300%[activator]	5%	0%	-17%	-3%
O=C(CCN1C(=O)c2ccccc2C1=O)Nc1ccc(-c2nc3ccccc3o2)cc1	16%	x	4%	5%	6%	-7%
O=C(COC(=O)c1ccc(CO)cc1)c1ccc(S(=O)(=O)N2CCCCC2)cc1	u	u	6%	x	10%	0%
COCc1[nH]nc2c1C1(C(=O)Nc3ccc(F)cc31)C(C#N)=C(N)O2 (centres undefined)	x	-1%	-8%	0%	11%	4%
Cc1noc(C)c1C(=O)NC1=NCCS1	-14%	-25%	10%	-7%	20%	3%
N#Cc1cccnc1N1CCN(C(=O)c2cccs2)CC1	15%	2%	4%	6%	13%	0%
CCCC(=O)NNc1cc(=O)c2c(=O)n(C)c(=O)n(C)c2[nH]1	22%	x	8%	-8%	0%	4%
CC(C)CN(C(=O)CSc1nncn1-c1ccccc1)c1c(N)n(CC(C)C)c(=O)[nH]c1=O	-4%	-7%	0%	2%	19%	-7%
O=C(Nc1cc(=O)[nH]c2nc(-c3ccccc3)nn12)c1ccccc1Cl	u	u	7%	-9%	-17%	-14%
CCCNC(=O)Cn1c(-c2ccc(F)cc2)cc(C(=O)OCC)c1C	-13%	-28%	4%	3%	1%	2%
Cc1sccc1/C=N/NC(=O)c1ccco1	-8%	u	-26%	-14%	13%	-4%
O=c1[nH]c2ccccc2nc1NCc1ccccc1	23%	4.7µM*	1%	-9%	-2%	3%
O=C(COC(=O)Cc1cccs1)Nc1cccc(S(=O)(=O)N2CCOCC2)c1	2%	5%	7%	x	4%	-5%

17 of these compounds, set out differently.
Second line of a record: Pf growth 48h	Pf growth 96h	Sm TGR inh	LmPK inhibitor	HCV inhibitor	Tb PYK inh
- Cc1ccccc1NS(=O)(=O)c1ccc(OCC(=O)NCc2ccco2)cc1
→ u	8%	-18%	5%	-28%	-8%
- Cc1ccc(Cl)c(OCC(=O)Nc2cccnc2)c1
→ 75%[activator]	-1%	2%	1%	14%	-6%
- CCn1c(=O)c2c(nc(SCC(=O)NC3CCCC3)n2C)n(C)c1=O
→ -3%	u	-2%	2%	16%	-1%
- CSc1ccccc1OCc1cc(C(=O)NCc2ccc(C)s2)no1
→ -9%	-19%	0%	0%	u	3%
- CCN(CC)C(=O)CSc1nnc([C@@H](N)C(C)C)o1
→ -3%	36%[activator]	11%	-1%	-7%	0%
- O=C(COC(=O)c1cncc(Br)c1)NC1CCCCCC1
→ 3.3µM*	19%	3%	5%	-1%	3%
- Cc1nonc1OCC(C)(COc1nonc1C)NC(=O)c1ccc(Cl)cc1
→ 8.3µM*	4.7µM*	24%	-1%	-15%	4%
- CC(=O)Nc1ccc2[nH]c3ccccc3c2c1
→ 33%[activator]	31%[activator]	2%	2%	-9%	-4%
- Nc1c(C(=O)Nc2ccc(Cl)cc2)oc2ccccc12
→ x	300%[activator]	5%	0%	-17%	-3%
- O=C(CCN1C(=O)c2ccccc2C1=O)Nc1ccc(-c2nc3ccccc3o2)cc1
→ 16%	x	4%	5%	6%	-7%
- O=C(COC(=O)c1ccc(CO)cc1)c1ccc(S(=O)(=O)N2CCCCC2)cc1
→ u	u	6%	x	10%	0%
- COCc1[nH]nc2c1C1(C(=O)Nc3ccc(F)cc31)C(C#N)=C(N)O2 (centres undefined)
→ x	-1%	-8%	0%	11%	4%
- Cc1noc(C)c1C(=O)NC1=NCCS1
→ -14%	-25%	10%	-7%	20%	3%
- N#Cc1cccnc1N1CCN(C(=O)c2cccs2)CC1
→ 15%	2%	4%	6%	13%	0%
- CCCC(=O)NNc1cc(=O)c2c(=O)n(C)c(=O)n(C)c2[nH]1
→ 22%	x	8%	-8%	0%	4%
- CC(C)CN(C(=O)CSc1nncn1-c1ccccc1)c1c(N)n(CC(C)C)c(=O)[nH]c1=O
→ -4%	-7%	0%	2%	19%	-7%
- O=C(Nc1cc(=O)[nH]c2nc(-c3ccccc3)nn12)c1ccccc1Cl
→ u	u	7%	-9%	-17%	-14%

Carrying on:
SMILES	Pf growth 48h	Pf growth 96h	Sm TGR inh	LmPK inhibitor	HCV inhibitor	Tb PYK inh
CCOC(=O)C1=C(COC(=O)c2ccc(OC(C)C)cc2)NC(=O)NC1C (centres undefined)	u	u	0%	x	u	2%
CCN(CC)CCNC(=O)Cn1cnc2sc(C)c(S(=O)(=O)N3CCOCC3)c2c1=O	u	u	-2%	-13%	14%&5%	5%
Cc1ccccc1N/C(=N/S(=O)(=O)c1cc(F)ccc1F)c1ccccc1	-19%	3%	-2%	-2%	-2%	-1%
COc1ccc(S(=O)(=O)NC2CC(=O)N(c3cccc(F)c3)C2)cc1OC (centres undefined)	24%	-13%	-4%	x	-20%	4%
COc1ccc2sc(-c3ccccc3OC)c(-c3ccc(O)cc3)c2c1	u	2.3µM*	-7%	x	u	-4%
CCOC(=O)COc1cccc2c(=O)n(CC(=O)N3CCN(C(=O)OCC)CC3)ccc12	-4%	-8%	0%	0%	-20%	-2%
Cc1c(Cc2ccc3c(c2)OCO3)sc(NC(=O)C2CC2)c1C(N)=O	-15%	-12%	-1%	0%	-5%	-27%
Cc1ccc(CSCCNC(=O)CN(c2cc(C)ccc2C)S(C)(=O)=O)cc1	-17%	-10%	-3%	1%	-9%	-2%
O=C(NCCC(=O)N1CCN(c2ccccc2F)CC1)c1ccco1	0%	14%	-12%	x	0%	1%
Cc1cccc(-c2ncc(CN3CCN(C4CCCC4)C(CCO)C3)cn2)c1 (centres undefined)	12%	16%	4%	3%	-52%	1%
CCN(CC)CCOc1ccc(C(O)(Cc2ccc(Cl)cc2)c2ccc(C)cc2)cc1 (centres undefined)	13µM*	9.5µM*	x	x	x	-3%
